From PubChem BioAssay
NCI-60 one-dose screen, 48 h, at 10 µM unless noted. Numbers give growth in % (100 = growth as untreated, 0 = no growth, -100 = all killed).
PC-3 = PC-3 prostate cancer cells; actives 3.9% (n = 80,000); AID 1794754
U251 = U251 CNS tumor cells. AID 1794753. actives 5.4% (n = 80,000)
OVCAR-8 = OVCAR-8 ovarian cancer; actives 4.4% (n = 81,000); AID 1794782
SF-295 = SF-295 CNS cancer cells; actives 5.6% (n = 79,000); AID 1794758
DU-145 = DU-145 prostate cancer; actives 4.2% (n = 81,000); AID 1794760
SF-268 = SF-268 CNS cancer cells; actives 3.1% (n = 82,000); AID 1794759
SF-539 = SF-539 CNS cancer | actives 6.8% (n = 81,000) | AID 1794752
SNB-19 = SNB-19 CNS cancer cells. AID 1794751. actives 2.5% (n = 81,000)
* = called active by the depositor; . = not tested or not shown; & = joins results of further samples. Rule for the calls: active = growth percent below 10; inactive = the rest.

The opening 2 compounds (preview)
SMILES	PC-3	U251	OVCAR-8	SF-295	DU-145	SF-268	SF-539	SNB-19
CCOC(=O)c1[nH]c(C)c2c1CCc1cnc(N)nc1-2	.	103	109	107	106	96	102	100
O=C1/C(=C/c2ccc3c(c2)OCO3)SC(=S)N1CCc1ccc(O)cc1	.	102	101	99	52	95	92	96

The whole of this part, from the start:
SMILES	PC-3	U251	OVCAR-8	SF-295	DU-145	SF-268	SF-539	SNB-19
CCOC(=O)c1[nH]c(C)c2c1CCc1cnc(N)nc1-2	.	103	109	107	106	96	102	100
O=C1/C(=C/c2ccc3c(c2)OCO3)SC(=S)N1CCc1ccc(O)cc1	.	102	101	99	52	95	92	96
COc1ccc(C(=O)CC(CC(=O)c2ccc(OC)cc2)c2c(C)nn(-c3ccccc3)c2Cl)cc1	86	102	.	92	110	101	.	93
O=C1/C(=C/c2ccccn2)Sc2c(Br)cccc21	86	94	100	96	106	101	102	100
COc1ccc(CNCCCN2C(=O)c3ccc4c5c(ccc(c35)C2=O)C(=O)N(CCCNCCCCNCCCN)C4=O)c(OC)c1OC	15	-6.3*	4.4*	31	37	17	1.7*	28
COc1cc(/C=C/C(=O)c2ccc(Cl)cc2)cc(CN2CCCCC2)c1O	91	75	89	98	103	91	92	85
CC(=O)Nc1cccc(Nc2nc(-c3ccc(Cl)cc3)n3ncc(C#N)c3n2)c1	47	77	75	84	82	75	87	84
O=c1cc(-c2ccccc2)nc2sc(-c3c[nH]c4ccccc34)nn12	94	102	93	98	97	97	99	83
O=C(/C=C/c1ccc(Cl)cc1)c1ccc(Br)cc1	97	89	103	96	101	102	94	99
CCN(CC)c1ccc(/C=N/N=C(N)N)cc1	31	47	63	28	56	46	52	74
C=C(C)[C@@H]1CC[C@]2(C(=O)NCC(=O)O)CC[C@]3(C)[C@H](CC[C@@H]4[C@@]5(C)Cc6c([nH]c7ccccc67)C(C)(C)[C@@H]5CC[C@]43C)[C@@H]12	73	62	78	56	94	76	56	71
CC1=C(NCCN2CCCC2)C(=O)c2c(OCc3cccc(Cl)c3)cccc2C1=O	70	62	80	57	90	73	.	99
COc1ccc(Cc2nnc(SCC(=O)c3ccc(C)cc3)n2-c2ccccc2)cc1	74	90	98	104	100	99	100	102
CCCCS(=O)(=O)OCc1cc(=O)c(O)co1	89	96	97	102	98	93	100	97
CCN(CCO)c1ccc(N=Nc2ccc([N+](=O)[O-])cc2)cc1	71	91	102	98	114	104	92	113
Cc1cccc(C)c1I	95	103	109	117	113	101	91	99
O=C1c2ccccc2C(=O)c2cc(Cl)ccc21	94	94	104	102	113	109	92	100
Cc1c(N)ccc(-c2ccc(N)c(C)c2S(=O)(=O)O)c1S(=O)(=O)O	98	106	107	117	111	109	126	112
CC1(c2ccccc2F)NC(=O)NC1=O (stereo unspecified)	113	127	106	100	119	105	.	98
Cc1oc(=O)oc1CN1CCN(c2cc3c(cc2F)c(=O)c(C(=O)O)c2n3C(C)C2)CC1 (stereo unspecified)	96	102	92	98	123	107	124	107
CSc1nc2nc(-c3cc4ccccc4oc3=O)ccc2c(=O)n1C	92	93	94	94	89	99	91	99
CCCC(=O)Oc1ccc(C(C)(C)C)cc1C	104	105	105	97	108	98	111	111
COC(=O)c1ccc(OC)cc1	90	104	108	105	103	101	98	111
c1ccc(N[n+]2ccc3ccccc3c2)cc1	96	110	110	114	107	107	104	103
CCOC(=O)c1[nH]c(Cc2c(C)[nH]c(C)c2C(=O)OCC)c(C(=O)OCC)c1C	85	91	90	94	103	80	96	103
NC(=Nc1ccccc1)C(N)=Nc1ccccc1	88	98	97	97	101	89	98	95
COC(=O)[C@]1(C)CCC[C@]2(C)[C@H]3C[C@H]4C(C(C)C)=C[C@]3(CC[C@H]21)[C@@H]1C(=O)/C(=C/c2cccc(OC)c2)C[C@H](O)[C@@H]14	52	89	85	99	112	92	104	92
CC/C=C\CCC/C=C1/C(=O)C=C[C@@H]1C/C=C\CCCC(=O)OC	33	20	14	74	60	31	95	50
CC(C)=CCC[C@](C)(O)[C@H]1CC[C@]2(C)[C@@H]1CC[C@@H]1[C@@]3(C)CCC(NC(=O)c4ccccc4C(=O)O)C(C)(C)[C@@H]3CC[C@]12C (stereo partly specified)	82	89	96	100	96	95	89	86
CCOC(=O)c1cc2c(nc1OC)-c1cnn(-c3ccc(Cl)cc3)c1CC2	73	.	89	85	136	88	88	98
CCOC(=O)C1=C(C)NC(C)=C(C(=O)OC)C1c1cccc(Cl)c1Cl (stereo unspecified)	36	73	83	34	99	85	99	91
O=c1oc2ccccc2c(=O)c2ccccc12	105	113	107	115	111	119	109	111
CC1SC(=S)N(CCc2ccccc2)C1=O (stereo unspecified)	102	104	104	97	109	101	99	97
Cc1ccc(=O)n(-c2ccc(C3=NCCN3)cc2)c1	71	95	93	88	109	103	97	106
NS(=O)(=O)c1cc2c(cc1Cl)NC(CC1CCCC1)NS2(=O)=O (stereo unspecified)	98	100	102	104	118	106	94	95
CC1=NN(C(=O)c2c(N)cnn2-c2ccccc2)C(c2ccccc2)C1 (stereo unspecified)	94	99	98	103	105	91	97	96
CCCCSc1nnc(-c2ccc(-c3ccccc3)nc2C)o1	92	99	101	95	104	104	100	97
COc1ccc(C2=NOC(C(=O)N3CCCC3)C2)cc1OC1CCCC1 (stereo unspecified)	99	100	97	99	109	100	106	98
Nc1nc(N)nc(C2CC3C=CC2C3)n1 (stereo unspecified)	78	103	115	101	103	106	103	114
CC1(C2CCCCC2)NC(=O)NC1=O (stereo unspecified)	105	95	113	101	104	102	92	102

Next part, overlapping the part above by 5 compounds.
SMILES	PC-3	U251	OVCAR-8	SF-295	DU-145	SF-268	SF-539	SNB-19
CC1=NN(C(=O)c2c(N)cnn2-c2ccccc2)C(c2ccccc2)C1 (stereo unspecified)	94	99	98	103	105	91	97	96
CCCCSc1nnc(-c2ccc(-c3ccccc3)nc2C)o1	92	99	101	95	104	104	100	97
COc1ccc(C2=NOC(C(=O)N3CCCC3)C2)cc1OC1CCCC1 (stereo unspecified)	99	100	97	99	109	100	106	98
Nc1nc(N)nc(C2CC3C=CC2C3)n1 (stereo unspecified)	78	103	115	101	103	106	103	114
CC1(C2CCCCC2)NC(=O)NC1=O (stereo unspecified)	105	95	113	101	104	102	92	102
CNC(=O)OC/C=C/c1ccccc1	95	93	98	101	113	101	101	113
CCCN(Cc1ccc(CN(CCC)C(=O)C(Cl)Cl)cc1)C(=O)C(Cl)Cl	75	81	79	63	88	86	.	93
S=c1sc2ccccc2n1CN(c1ccccc1)c1ccc2ccccc2c1	90	103	101	114	108	93	100	111
O=C(c1ccccc1)N1CCCCC1	86&93	95&94	96&101	100&97	109&125	100&114	99&93	103&106
Nc1cccc(-c2nc3sccn3c2-c2ccnc(NCCCNS(=O)(=O)c3cccc4ccccc34)n2)c1	31	49	24	38	48	49	66	56
CCCn1c(=O)[nH]c2c(c1=O)C(c1ccc(Cl)cc1)c1c([nH]c(=O)n(CCC)c1=O)N2	101	96	100	102	109	108	98	100
NC(=S)N/N=C1\C=CCCC1	91	98	98	117	111	106	.	101
CNCc1c(C)c(C(C)(C)C)cc(C(C)(C)C)c1O	102	116	111	123	118	94	117	118
CCOC(=O)c1[nH]c(Cc2[nH]c(C)c(C(=O)OCC)c2C)c(C(=O)OCC)c1C	81	88	94	93	112	81	107	91
O=C(O)c1cc(-c2ccccc2)c2sc(=O)[nH]c2n1	87	94	100	100	112	108	95	98
OCc1nc2ccccc2[nH]1	89	100	99	94	.	100	104	93
CC(=C\c1ccccc1)/C=C1/NC(=O)NC1=O	98	98	103	99	.	98	102	108
CSC[C@H](NC(=O)COc1cccc2cnccc12)C(=O)NC(Cc1ccccc1)C(O)C(=O)N1CSC[C@H]1C(=O)NC(C)(C)C (stereo partly specified)	96	102	.	97	99	94	103	103
Cc1ccc(NC(=O)N/C(N)=N/c2nc(=O)c3ccccc3s2)cc1	101	100	101	101	108	102	95	93
COc1ccc(/C=C(/C(=O)N2CCN(Cc3ccccc3)CC2)c2cc(OC)c(OC)c(OC)c2)cc1O	35	66	80	83	82	73	56	65
CC(C)CC(=O)C(CCc1ccccn1)C(C)C (stereo unspecified)	100	107	105	95	111	103	106	108
COc1ccc(Nc2ccnc(N3CCN(c4ccnc5cc(Cl)ccc45)CC3)n2)cc1	0.6*	8.6*	0.2*	-4.2*	16	30	-31*	29
Cc1cncc(C(=O)O)c1	98	104	101	109	109	102	103	107
Cc1ccc2c(c1)nc1c3ccccc3nc(-c3ccccc3N)n21	80	120	102	115	124	103	108	91
O=C(Nc1cccc(-n2ccc3c(NC(=O)c4ccccc4)nccc32)c1)c1ccc(Cl)c(Cl)c1	-60*	.	.	-70*	-73*	-55*	-71*	-40*

As entered above.
CC(=C\c1ccccc1)/C=C1/NC(=O)NC1=O | U251: 98
O=C(c1ccccc1)N1CCCCC1 | SF-268: 100&114
CNC(=O)OC/C=C/c1ccccc1 | OVCAR-8: 98

Additional records
SMILES	PC-3	U251	OVCAR-8	SF-295	DU-145	SF-268	SF-539	SNB-19
O=C1C=CC(Nc2cccc([N+](=O)[O-])c2)C1Nc1cccc([N+](=O)[O-])c1 (stereo unspecified)	76	98	83	76	94	94	78	.
O=c1/c(=C/Nc2nccs2)sc2ncnn12	94	99	103	101	118	104	100	93
Cc1c(C(N)=O)sc2c1c(=O)n(Cc1ccccc1)c1nnc(SCC(=O)N3NC(=O)CC3=O)n21	95	99	.	100	117	102	.	109
Nc1ccccc1-c1cc2c(c3c1[nH]c1ccccc13)CCCCCCC2	87	97	.	103	92	85	114	101
CC1=N/C(=C\c2ccc(Br)cc2)C(=O)O1	108	101	107	101	100	95	92	106
COC(=O)c1cc(=O)c(O)c2c(O)c(O)ccc2c1	98	71	62	100	93	63	88	68
CCOC(=O)C1=C(C)N=C2Sc3ccccc3N2C1c1ccccc1 (stereo unspecified)	78	103	97	98	98	101	90	96
Cc1ccc(-c2nn(CC(=O)N3CCCCC3)c(N)c2C#N)cc1	97	102	97	100	108	90	104	97
Nc1c2c(c(O)c3c1=C(CO)C=N3)=NCCS2	-52*	-91*	-46*	-94*	-93*	-48*	-96*	-94*
COc1ccc(-c2nc3ccccn3c2-c2nnc(-c3cc(OC)c(OC)c(OC)c3)o2)cc1	98	46	35	65	66	.	53	45
CCCCCCOc1ccc(C(=O)O)cc1	99	105	101	101	111	107	92	100
CN1CCCC(Nc2ccncc2CO)C1 (stereo unspecified)	100	96	99	104	104	98	96	96
C[C@H]1[C@H](C)CC[C@]2(C(=O)O)CC[C@]3(C)C(=CC[C@@H]4[C@@]5(C)C[C@@H](Cc6cn([C@@H]7O[C@H](CO)[C@@H](O)[C@H](O)[C@H]7O)nn6)[C@H](O)C(C)(C)[C@@H]5CC[C@]43C)[C@H]12	90	93	98	99	105	103	109	99
NS(=O)(=O)c1ccc(N2N=C(c3ccc(NC(=O)Nc4ccccc4)cc3)CC2c2ccc(Br)cc2)cc1 (stereo unspecified)	-45*	-86*	-33*	-65*	-7.9*	-30*	-99*	-98*
COc1c(Cl)cc(Cl)c2ccc(C=C3C(=O)N(C)C(=O)N(C)C3=O)nc12	99	110	111	80	108	97	99	92
O=C1CCCc2ccccc21	98	104	.	102	115	112	98	95
CC(C)(C)c1ccc(C(=O)O)c(Br)c1	88	92	104	81	133	111	114	107
COC1=Nc2ccccc2/C=C\c2ccccc21	105	99	112	116	116	101	107	106
Clc1ccc2c(OCCCN3CCOCC3)c3oc4ccccc4c3nc2c1	51	36	31	26	23	38	23	42
Cc1ccc(-c2cc(-c3ccccc3)n3nc(-c4ccc(Cl)cc4)cc3n2)cc1	96	108	98	89	93	84	99	107

Profiles as entered above.
Entry for `O=C1C=CC(Nc2cccc([N+](=O)[O-])c2)C1Nc1cccc([N+](=O)[O-])c1` (stereo unspecified) → PC-3 = 76; U251 = 98; OVCAR-8 = 83; SF-295 = 76; DU-145 = 94; SF-268 = 94; SF-539 = 78; SNB-19 = .
Entry for `CC1=N/C(=C\c2ccc(Br)cc2)C(=O)O1` → PC-3 = 108; U251 = 101; OVCAR-8 = 107; SF-295 = 101; DU-145 = 100; SF-268 = 95; SF-539 = 92; SNB-19 = 106

(further entries)
SMILES	PC-3	U251	OVCAR-8	SF-295	DU-145	SF-268	SF-539	SNB-19
COC(=O)C1(CC(=O)c2cccc([N+](=O)[O-])c2)NC(=S)NC(=O)C1C#N (stereo unspecified)	95	113	109	104	117	102	94	101
CCOC(=O)N1C/C(=C/c2ccc(Cl)cc2)C(=O)/C(=C/c2ccc(Cl)cc2)C1	49	12	28	44	46	52	98	77
CC1CCC2(CC1)SCC(=O)N2NC(=O)Cc1ccccc1Nc1c(Cl)cccc1Cl (stereo unspecified)	81	99	107	135	101	102	94	90
C#C[C@@]1(O)[C@@H](CO)O[C@@H](n2cc(Cl)c3c(N)ccnc32)[C@@H]1O	37	16	27	82	56	87	89	90
C=C(C)[C@@H]1CC[C@]2(C)[C@H](CC[C@@H]3[C@H]4[C@H]5OC[C@@]4(CCC5(C)C)CC[C@]32C)[C@@]1(C)CCCN	64	-19*	58	-4.4*	66	92	87	94
COc1ccc(/C=c2\c(=O)n(-c3ccccc3)c3nn4c(n23)=NNC(=S)N=C4c2ccccc2)cc1	98	103	102	104	112	96	104	99
Nc1ncnc2c1ccn2-c1cccc(NC(=O)NS(=O)(=O)c2ccc(Cl)cc2)c1	102	96	108	89	122	122	100	114
O=C(COc1ccc([N+](=O)[O-])cc1Cl)N1CCOCC1	.	102	124	108	109	103	100	99
C=CCC(C#N)(NC(C)=O)C(=O)OCC (stereo unspecified)	99	100	100	102	102	94	93	101
Cc1ccccc1NC(=S)Nc1ccccc1	83	103	108	104	92	92	94	103
O=C1/C(=C\c2ccc3nccnc3c2)SC(=S)N1CCc1ccc(O)cc1	90	99	98	105	60	91	82	94
